hIAP act: increases human intestinal alkaline phosphatase activity; purified human IAP, CDP-Star luminescence, 30 min; active compounds read high; 1 = vehicle-only enzyme, 0 = enzyme-free background; AID 2524; activation factor at 10 µM; 330,000 compounds, 0.16% hits;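 active means activation factor of the enzyme at least 2-fold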; further: the source names both 10 and 20 µM as test concentration; values of inactives mirror those of a sister screen read the other way
Target sequence (P09923 whole entry, looked up): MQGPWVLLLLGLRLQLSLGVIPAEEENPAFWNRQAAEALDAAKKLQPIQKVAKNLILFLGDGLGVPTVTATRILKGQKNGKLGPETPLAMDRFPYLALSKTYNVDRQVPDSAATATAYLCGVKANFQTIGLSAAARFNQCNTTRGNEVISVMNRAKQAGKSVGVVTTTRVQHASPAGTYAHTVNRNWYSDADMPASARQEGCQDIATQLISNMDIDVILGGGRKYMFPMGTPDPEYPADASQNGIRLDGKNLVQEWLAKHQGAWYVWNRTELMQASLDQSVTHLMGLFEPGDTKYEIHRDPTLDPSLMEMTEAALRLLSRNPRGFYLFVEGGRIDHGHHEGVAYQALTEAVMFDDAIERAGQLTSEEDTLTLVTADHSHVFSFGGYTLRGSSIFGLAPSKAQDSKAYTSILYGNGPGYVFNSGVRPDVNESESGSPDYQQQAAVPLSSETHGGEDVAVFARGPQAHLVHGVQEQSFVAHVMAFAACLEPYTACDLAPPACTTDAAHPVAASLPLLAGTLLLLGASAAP
tim10-1 inh: growth inhibitors of tim10-1 mutant yeast | AID 463190 | 330,000 compounds, 2.2% hits | inhibition, % at 20 µM | S. cerevisiae tim10-1 ts strain growth, BacTiter-Glo, 24 h;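 active means inhibition of at least 40%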;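 further: mutant grown at 25 °C; 0% = DMSO wells with yeast and 100% = wells holding no yeast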
NALP3 yeast inh: inhibitors of NALP3 inflammasome in yeast; Yeast reconstituted NLRP3/ASC/caspase-1, beta-gal luminescence, 24 h; inhibition, % at 10 µM; 330,000 compounds, 0.39% hits; AID 2825;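 active means inhibition of 50% or more; inactive means inhibition below 50%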;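 further: plate controls were induced DMSO wells for no effect and uninduced yeast grown without galactose for full effect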
mIAP inh: mouse IAP inhibition | purified mouse IAP, CDP-Star luminescence, 30 min | inhibition, % at 10 µM | 330,000 compounds, 0.2% hits | AID 2806;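 active means inhibition of at least 40% at 10 µM in the primary screen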;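 further: plate controls were DMSO with enzyme for no effect and no enzyme wells for full effect; values of inactives mirror those of a sister screen read the other way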
ATG4B inhibitor: ATG4B (human) cysteine protease inhibition; ATG4B cleavage of LC3-PLA2, NBD-HPC fluorescence, 1 h; Q9Y4P1; inhibition, % at 8.33 µM; AID 504462; 340,000 compounds, 0.51% hits; in the data active means inhibition above about 40%
Target sequence (Q9Y4P1 whole entry, looked up): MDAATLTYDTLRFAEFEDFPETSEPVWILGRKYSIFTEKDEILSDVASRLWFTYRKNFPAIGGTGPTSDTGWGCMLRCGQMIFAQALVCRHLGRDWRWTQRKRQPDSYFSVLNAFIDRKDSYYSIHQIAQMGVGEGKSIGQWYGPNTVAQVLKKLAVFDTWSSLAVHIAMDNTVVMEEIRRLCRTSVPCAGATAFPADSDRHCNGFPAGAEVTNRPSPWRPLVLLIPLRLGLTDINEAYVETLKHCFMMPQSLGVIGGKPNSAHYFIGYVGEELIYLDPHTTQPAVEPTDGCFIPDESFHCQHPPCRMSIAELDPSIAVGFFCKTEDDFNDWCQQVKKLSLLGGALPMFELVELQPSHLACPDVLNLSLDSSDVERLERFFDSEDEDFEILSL
mIAP activ: increases mouse intestinal alkaline phosphatase activity. muIAP, CDP-Star luminescence, 30 min; active compounds read high; 1 = vehicle-only enzyme signal, 0 = enzyme-free wells. activation factor at 10 µM. 330,000 compounds, 0.24% hits. AID 2805;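 active means activation factor of at least 2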; further: the source names both 10 and 20 µM as test concentration; values of inactives mirror those of a sister screen read the other way
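Assay system: mouse IAP enzyme; reagent: chemiluminescent substrate CDP-Star; dosing: test compounds delivered from DMSO solution; schedule: 30 min at room temperature; measured by: luminescence from enzymatic CDP-Star hydrolysis; controls: DMSO-only wells and no-enzyme negative control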
TIM10 inh: TIM10 yeast growth inhibition; S. cerevisiae TIM10 strain growth, BacTiter-Glo luminescence, 24 h; inhibition, % at 10 µM; 330,000 compounds, 1.4% hits; AID 463195;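 active means inhibition of 40% or more at the single tested concentration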;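 further: wild-type TIM10 isogenic control strain grown at permissive 25 °C; 0% = DMSO yeast wells and 100% = minimal medium wells without yeast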
Apaf-1 inh: blocks human Apaf-1 apoptosome activity | O14727 | reconstituted apoptosome caspase-3 activity, DEVD-Rh110 fluorescence | inhibition, % at 20 µM | 330,000 compounds, 0.71% hits; active means inhibition of at least 40% at 20 µM;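 further: plate controls were DMSO wells for no effect and DEVD-CHO caspase inhibitor wells for full effect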
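Medium: Hepes buffer, pH 7.5 / System: biochemical Apaf-1 apoptosome reconstitution / Measured by: Rh110 fluorescence, excitation 480 nm, emission 540 nm / Times: compound with Apaf-1, dATP, procaspase-3 30 min, then 50 min reaction, room temperature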
hIAP inh: human IAP inhibition; 330,000 compounds, 0.12% hits; AID 2544; purified IAP, CDP-Star luminescence, 30 min; P09923; inhibition, % at 10 µM;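 active means inhibition reaching a set limit with compound at 10 µM in the primary screen, cut at about 35% in these data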;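 further: plate controls were DMSO wells with enzyme for no effect and no-enzyme buffer wells for full effect; values of inactives mirror those of a sister screen read the other way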
* hit, by the source's call; . = not tested or not shown. These rows are one share of the data, so the mix of outcomes need not match the whole.

mol	NALP3 yeast inh	TIM10 inh	hIAP act	ATG4B inhibitor	hIAP inh	mIAP activ	mIAP inh	Apaf-1 inh	tim10-1 inh
O=C(Cc1ccccc1)Oc1ccc([N+](=O)[O-])cc1	0.0	5.1	0.788	3.0	21.2	0.924	7.6	1.7	-3.3
CCC(=NCc1cccnc1)c1c(O)n(Cc2ccccc2)c(=O)[nH]c1=O	16.6	-16.5	1.01	-6.7	-1.4	1.07	-7.2	3.7	2.1
COc1ccccc1N1C(=O)NC(=O)/C(=C/c2ccc3c4c(cccc24)CC3)C1=O	7.7	6.1	1.12	10.0	-12.4	0.907	9.3	4.0	13.5
C[C@H](O)[C@H]1CC[C@H]2[C@@H]3CCC4=CC(=O)CC[C@]4(C)[C@H]3CC[C@]12C	52.0*	-92.7	1.17	-2.4	-16.9	1	0.0	3.2	-27.9
CC(=O)c1c(O)n(C2CCCCCC2)c(=O)[nH]c1=O	-13.4	3.0	0.866	13.1	13.4	1.01	-0.6	2.4	-0.8
CSc1nnc([C@@H](N)Cc2ccccc2)o1	10.1	1.9	0.858	-1.8	14.2	0.954	4.6	-5.9	14.5
NC(=O)CN1CCCC1=O	4.8	1.6	1.07	5.1	-6.6	1.04	-3.7	13.0	-5.9
CN1CCN(c2nc(N)c(Br)c(Cl)n2)CC1	8.2	6.7	1.09	0.0	-8.7	0.988	1.2	0.8	-5.3
COc1ccc(C(O)P(=O)(OC(C)C)OC(C)C)cc1 (stereo not drawn)	3.2	9.3	0.966	0.3	3.3	1.05	-5.0	-6.2	3.6
COc1ccccc1N1CCN(Cc2ccccc2Cl)CC1	0.8	-5.0	0.997	-9.1	0.3	0.951	4.9	-3.0	11.7
CCCCCCOc1ccc(CN2CCN(CCO)CC2)cc1	18.6	-6.8	0.95	-2.8	5.0	0.977	2.3	-17.2	-22.0
c1ccc(CNCCc2c[nH]c3ccccc23)cc1	14.5	3.0	1	0.3	-0.3	1.09	-9.5	10.6	23.6
COc1ccc2c(c1)[C@@]13CCC=C[C@H]1[C@@H](C2)NCC3	6.1	3.4	0.883	-3.1	11.7	0.998	0.2	-2.9	8.6
COc1cc(CC2(CCc3ccncc3)C(=O)NC(=O)NC2=O)cc(OC)c1OC	-4.6	-7.6	1.15	-10.7	-15.4	1.03	-3.1	2.9	8.3
COC(=O)CCCC(NC(=S)N1CC2C[C@@H](C1)Cn1c2cccc1=O)C(=O)OC (stereo partly drawn)	11.3	8.2	0.964	-10.4	3.6	1.02	-2.2	-2.0	-1.9
COCCCNC(=O)c1c(NC(=O)c2ccco2)n(Cc2ccccc2)c2nc3ccccc3nc12	15.6	25.8	0.985	3.9	1.5	0.93	7.0	71.4*	19.8
COc1cccc(C(=O)N2C[C@H]3C[C@@H](C2)c2cccc(=O)n2C3)c1	-1.5	1.9	0.885	-21.9	11.5	0.935	6.5	-5.9	-2.3
CNc1cc(N2CCNCC2)ccc1[N+](=O)[O-]	10.7	-5.8	0.973	-1.4	2.7	0.919	8.1	-1.5	19.7
CN1C(=O)COc2c(C(=O)NC3CN4CCC3CC4)cc(Cl)cc21 (stereo not drawn)	20.8	-3.5	0.883	.	11.7	1.03	-2.9	-8.3	-5.1
CCC(=NC1CCN(Cc2ccccc2)CC1)c1c(O)[nH]c(=O)[nH]c1=O	2.7	-7.7	1.04	0.9	-4.5	0.999	0.1	2.1	12.5
C[C@H]1CCC[C@H](O)CCCCCc2cc(O)cc(O)c2C(=O)O1	2.7	-4.9	0.963	5.8	3.7	1.09	-9.0	-0.6	-19.1
O=c1c2ccccc2nc(/C=C/c2ccc(O)cc2)n1-c1cccc(O)c1	5.0	7.7	0.853	-3.2	14.7	0.959	4.1	9.1	8.1
Cc1cccc(-n2c(O)c(C=NCCN3CCNCC3)c(=O)[nH]c2=S)c1	23.8	-5.5	1.14	1.9	-14.1	1.05	-5.3	7.8	1.4
CN(C)c1nc(N(C)C)nc(N(C#N)CCCl)n1	-0.1	-10.1	1.03	-5.5	-3.3	1.09	-8.9	-2.3	3.6
COC(=O)C1=C(c2cc3ccccc3o2)C[C@@H]2CC[C@H]1N2C(=O)NCCCOC(C)C	-3.4	-0.4	1.09	-13.9	-8.8	1.03	-2.8	9.0	21.3
CN1CCN(c2ncnc3ccc(Br)cc23)CC1	16.4	3.9	1.02	-4.2	-1.7	1.07	-7.1	3.4	-7.1
CCN(CC)CCCN=C(C)c1c(O)n(-c2ccccc2)c(=O)[nH]c1=O	-8.1	-1.6	1	3.8	-0.2	0.985	1.5	-1.8	13.2
Nc1cc(Cl)cc(Cl)c1	-5.2	5.2	0.93	-4.4	7.0	0.87	13.0	-0.1	9.8
Brc1ccc(Oc2cc(Br)c(Br)cc2Br)c(Br)c1	12.0	-22.6	0.91	-4.4	9.0	1.07	-6.7	7.4	-47.0
COC(=O)C1=C(c2cc3ccccc3o2)C[C@@H]2CC[C@H]1N2C(=O)NCc1ccccc1	5.2	-0.4	1	-8.7	-0.4	1.05	-5.0	11.9	5.9
COc1cc(CN2CCCC(C(=O)c3sccc3C)C2)cc(OC)c1O (stereo not drawn)	10.5	-16.4	1.26	-1.2	-26.4	1.06	-6.1	9.1	-1.3
C=CCN1C[C@@H](C)N(C(c2ccc(C(=O)N(CC)CC)cc2)c2cccc(OC)c2)C[C@@H]1C (stereo partly drawn)	27.7	8.5	0.968	5.8	3.2	0.998	0.2	10.0	16.9
O=C(Cc1ccccc1)OCC(=O)N1CCN(S(=O)(=O)c2ccc(Cl)cc2)CC1	13.5	-15.5	1.12	-2.1	-12.3	1.05	-4.6	1.8	14.2
COC(=O)C1=C(c2ccc(C(C)=O)cc2)C[C@@H]2CC[C@H]1N2C(=O)N1CCC(C)CC1	-1.2	-9.2	1.23	-8.7	-22.9	1.04	-4.2	29.2	22.3
O=C(OC1CCN(CCCl)CC1)C(c1ccccc1)c1ccccc1	14.3	3.3	0.826	7.8	17.4	0.914	8.6	5.0	14.8
CC(C)=CCOc1c2occc2cc2ccc(=O)oc12	21.5	-8.2	0.915	-8.2	8.5	1.16	-16.0	8.7	6.6
O=C(Nc1cccc(OC(=O)N2CCCCC2)c1)N1CCCCC1	-3.3	2.5	1.23	8.7	-23.4	1.06	-6.4	10.9	27.9
Oc1cc(O)cc(/C=C/c2ccc(O)cc2O)c1	-0.7	9.5	0.896	-4.6	10.4	0.895	10.5	-13.4	8.6
CC(=O)c1c(C)n(Cc2ccccc2)c2ccc(O)cc12	-0.2	6.9	1.01	11.4	-0.9	0.959	4.1	4.1	-10.4
COCCCNC(=O)c1c(NC(=O)c2ccccc2)n(Cc2ccccc2)c2nc3ccccc3nc12	11.8	23.0	1.18	0.1	-18.2	1.11	-11.2	33.0	24.2
CC(Cc1ccccc1)NCC(=O)Nc1cc(N(C)C)nc2ccccc12 (stereo not drawn)	4.2	20.1	0.859	1.5	14.1	1.02	-1.9	-7.9	15.0
c1ccc2sc(C3CCCNC3)nc2c1 (stereo not drawn)	-1.1	4.7	0.887	-7.2	11.3	0.981	1.9	-8.6	8.3
Cc1[nH]c2ccccc2c1CCNCc1cccnc1	25.7	13.0	0.734	-2.3	26.6	1.03	-3.3	5.4	-5.5
CCN(CC)C(=O)c1ccc(NC(=O)c2cccc(S(=O)(=O)N3CCN(Cc4ccccc4)CC3)c2)cc1	0.5	-3.0	0.902	-5.4	9.8	0.963	3.7	21.0	-16.1
COC(=O)C1=C(c2ccc(S(C)(=O)=O)cc2)C[C@@H]2CC[C@H]1N2C(=O)NCc1ccccc1	14.9	-0.3	1.22	9.7	-21.7	1.03	-3.1	-1.9	-8.9
CC(C)N1OC2CC1c1nc3ccccc3n1C2 (stereo not drawn)	18.2	9.2	1.05	4.2	-4.7	0.984	1.6	4.6	-0.7
N#CC(C#N)=Cc1ccc(N2CCOCC2)cc1	-8.0	0.5	0.933	-9.1	6.7	0.979	2.1	-17.6	25.9
CCC1=Nc2cc(C(=O)N3CCC4(CC3)OCCO4)ccc2Sc2ccc(Br)cc21	6.6	21.9	1.02	0.0	-2.3	1.01	-1.3	28.3	36.4
CN1CCc2c([nH]c3ccccc23)C1	2.3	3.6	1.08	-19.9	-8.4	1.21	-20.8	3.2	15.1
COc1cc(CC2C(=O)N(C)C(=O)N(C)C2=O)ccc1OCc1ccccc1	16.2	7.6	1.05	-9.8	-5.1	1.1	-10.2	14.6	11.3
Cc1nn(Cc2ccccc2Cl)c(C)c1C(=O)NC1CCCc2ccccc21 (stereo not drawn)	9.6	20.9	0.998	2.4	0.2	1.01	-0.8	1.4	35.9
O=C(NC1CN2CCC1CC2)c1cc(Cl)c([N+](=O)[O-])c2nc[nH]c12 (stereo not drawn)	21.0	-8.2	0.903	-6.3	9.7	1	0.0	0.7	-1.1
Nc1ccccc1C(=O)OCC(=O)c1ccc2c(c1)OCCO2	1.4	15.9	0.931	-4.8	6.9	0.968	3.2	0.6	7.1
CCc1cc2c(s1)NC(=O)CN=C2c1cccs1	10.1	-2.9	1.03	-4.0	-3.1	0.985	1.5	-9.9	4.4
COCCOC(=O)c1c(C)oc2ccc(OC(=O)N(C)C)cc12	9.0	8.2	0.972	-12.7	2.8	0.945	5.5	2.9	22.2
CC1CCN(CCc2nc3ccccc3[nH]2)CC1	2.2	3.2	1.2	-15.8	-20.4	1.05	-4.9	9.5	29.2
CCn1ccnc1CN1CCCC(C(=O)c2cc(C)c(OC)c(C)c2)C1 (stereo not drawn)	-1.3	-11.8	1.03	3.7	-3.0	0.974	2.6	-16.5	-6.4
CC(=O)O[C@H]1CC[C@@]2(C)C(=CC(=O)C3C2CC[C@@]2(C)C3C[C@H](OC(C)=O)[C@@H]2OC(C)=O)C1 (stereo partly drawn)	15.0	4.3	1.12	-4.4	-12.4	0.938	6.2	-0.4	8.0
COC(=O)C1=C(c2cccc(OCc3ccccc3)c2)C[C@@H]2CC[C@H]1N2C(=O)NCc1ccc(Cl)cc1	12.5	5.5	0.995	-5.5	0.5	1.2	-20.2	18.1	13.9
CN1CCCN(C(=O)COc2ccccc2Br)CC1	13.8	2.6	0.934	-2.5	6.6	0.991	0.9	-20.6	-9.1

Additional structures follow.
mol	NALP3 yeast inh	TIM10 inh	hIAP act	ATG4B inhibitor	hIAP inh	mIAP activ	mIAP inh	Apaf-1 inh	tim10-1 inh
N=C1c2ccccc2CN1NC(=O)C1CC1	16.6	-10.7	0.956	-2.6	4.4	1.04	-4.1	-1.2	-12.3
O=C1CC(=O)N(c2ccc(Cl)cc2)C(=O)N1	15.4	-4.0	1.01	-6.8	-0.6	1.01	-1.2	-3.3	10.8
CCCCCSc1cc(OC)c(CCN(C)C)cc1OC	33.2	4.5	0.861	2.2	13.9	0.972	2.8	-2.8	-3.9
COc1ccccc1N(CC(=O)NC1CCCC1)C(=O)c1cnn(C(C)C)c1	6.2	-16.9	1.06	-4.2	-6.2	0.996	0.4	-1.0	20.7
